Assay outcomes deposited in PubChem by several laboratories.
TROY NFkB inh: inhibitors of TROY-dependent NF-kB signaling; inhibition, % at 10 µM; AID 1347056; 0.98% of 360,000 active; Q293 LMP1-TROYcd NF-kB luciferase reporter, 4 h;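 active = compounds whose plate-normalised and pattern-corrected inhibition of the luciferase reporter signal at the single screening dose is 50% or more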
NR5A2 inv ag: NR5A2 inverse agonism in reporter assay; O00482; HEK293T StAR-luciferase reporter, LRH-1 transfected, 24 h; inhibition, % at 3.6 µM; 0.13% of 360,000 active;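 active = inhibition above the mean inhibition of all tested compounds plus 3 SD, cut at about 73% in these data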;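 note: 0% = DMSO wells and 100% = reporter-only cells lacking LRH-1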
NCOA2 inhibitor: human SRC2 (NCOA2) inhibition | 0.17% of 370,000 active | HEK293 GAL4-SRC2 luciferase reporter, luminescence | inhibition, % at 9 µM;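 active = inhibition above the mean inhibition of all tested compounds plus 3 SD, set per campaign, cut at about 52% in these data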;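 note: 0% = DMSO treated cells and 100% = cells given Gossypol at 36 µM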
SRC1 inh: human NCOA1 inhibition | Q15788 | HEK293 GAL4-SRC1 luciferase reporter, luminescence | inhibition, % at 3.6 µM | 0.12% of 360,000 active;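 active = inhibition above the campaign mean plus 3 SD, with each screening campaign given its own cutoff, cut at about 60% in these data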;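 note: 0% = DMSO treated cells and 100% = gossypol at 36 µM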
Target sequence (Q15788 whole entry, looked up, the tested form may be a part): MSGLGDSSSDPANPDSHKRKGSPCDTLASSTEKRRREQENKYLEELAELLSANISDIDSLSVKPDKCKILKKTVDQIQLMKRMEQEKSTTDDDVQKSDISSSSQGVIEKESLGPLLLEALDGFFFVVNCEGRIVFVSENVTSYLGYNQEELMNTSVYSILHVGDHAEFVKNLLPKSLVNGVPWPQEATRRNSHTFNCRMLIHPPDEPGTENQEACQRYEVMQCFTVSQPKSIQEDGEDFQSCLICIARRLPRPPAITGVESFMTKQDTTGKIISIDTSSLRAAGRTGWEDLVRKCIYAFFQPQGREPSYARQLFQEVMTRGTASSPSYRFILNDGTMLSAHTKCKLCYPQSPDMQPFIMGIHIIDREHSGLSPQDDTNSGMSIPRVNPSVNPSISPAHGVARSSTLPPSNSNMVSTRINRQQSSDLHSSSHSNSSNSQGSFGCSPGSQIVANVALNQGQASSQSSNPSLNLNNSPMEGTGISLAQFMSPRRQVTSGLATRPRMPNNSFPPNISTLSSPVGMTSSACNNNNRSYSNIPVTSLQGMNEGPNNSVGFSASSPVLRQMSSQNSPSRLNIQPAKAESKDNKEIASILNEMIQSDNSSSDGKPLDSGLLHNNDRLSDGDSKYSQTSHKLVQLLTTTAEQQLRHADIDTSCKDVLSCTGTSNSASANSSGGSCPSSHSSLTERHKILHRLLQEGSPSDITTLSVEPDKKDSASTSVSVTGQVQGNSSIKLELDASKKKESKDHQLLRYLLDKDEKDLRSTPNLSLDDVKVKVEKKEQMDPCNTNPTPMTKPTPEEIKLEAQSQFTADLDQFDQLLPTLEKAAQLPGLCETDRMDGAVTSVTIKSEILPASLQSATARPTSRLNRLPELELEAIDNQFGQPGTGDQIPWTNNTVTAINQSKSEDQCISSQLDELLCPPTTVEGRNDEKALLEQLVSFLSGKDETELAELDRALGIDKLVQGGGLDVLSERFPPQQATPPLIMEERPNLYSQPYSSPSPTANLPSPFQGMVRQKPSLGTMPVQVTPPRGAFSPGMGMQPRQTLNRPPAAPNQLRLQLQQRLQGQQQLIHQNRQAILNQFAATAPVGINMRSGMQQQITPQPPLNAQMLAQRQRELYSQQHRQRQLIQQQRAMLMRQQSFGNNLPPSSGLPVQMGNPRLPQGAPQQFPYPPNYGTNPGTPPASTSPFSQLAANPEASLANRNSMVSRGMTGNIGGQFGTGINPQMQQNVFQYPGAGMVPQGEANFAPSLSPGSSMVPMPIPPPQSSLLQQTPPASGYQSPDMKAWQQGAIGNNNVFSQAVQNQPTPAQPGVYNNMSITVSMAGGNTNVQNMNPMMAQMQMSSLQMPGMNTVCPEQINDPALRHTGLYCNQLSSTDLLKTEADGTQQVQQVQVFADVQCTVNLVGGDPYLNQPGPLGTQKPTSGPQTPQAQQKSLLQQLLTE
TWEAK Fn14 block: inhibitors of TWEAK-Fn14 interaction signaling. TWEAK-stimulated Fn14 reporter cells, luciferase luminescence, 8 h. inhibition, % at 10 µM. 2% of 360,000 active. AID 1159606; in the data active = inhibition above about 50%
LMP1 NFkB inh: Epstein-Barr LMP1 NF-kappaB reporter inhibition. LMP1-induced NF-kappaB luciferase reporter cells, luminescence. inhibition, % at 12.5 µM. 0.69% of 350,000 active; in the data active = inhibition above about 41%;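 note: 0% = neutral control wells and 100% = reference inhibitor control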
C8 TRAIL sens: caspase-8 TRAIL sensitization | NB7+C8 cells + TRAIL, ATPlite viability luminescence | inhibition (viability loss, TRAIL sensitization), % at 10 µM | 1% of 360,000 active | AID 624354;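 active = compounds causing at least 50% loss of cell viability in the single-dose screen, relative to plate controls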
CF NFkB inh: cystic fibrosis NF-kB activation inhibition | KKLEB NF-kB-GFP reporter, PAF-induced, GFP fluorescence overnight | inhibition, % at 5 µM | 0.86% of 360,000 active | AID 588850;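 active = at least 50% inhibition at 5 µM, scaled per plate between neutral and stimulator controls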;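 note: PAF is a Pseudomonas aeruginosa culture filtrate used as stimulus; plate controls were PAF-stimulated DMSO wells for no effect and unstimulated DMSO wells for full effect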
NR2F2 inh: inhibitors of human COUP-TFII (NR2F2) | P24468 | HEK293T NGFI-A luciferase reporter, luminescence | inhibition, % at 8.6 µM | 0.7% of 370,000 active | AID 686940;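 active = inhibition above a per-plate cutoff, mean inhibition of test wells between control levels plus 3 SD, cut at about 38% in these data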;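 note: cells cotransfected with COUP-TFII expression vector driving the NGFI-A reporter; 0% = median of COUP-TF2 test wells and 100% = reporter-only cells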
KKLEB tox: CF airway cell cytotoxicity counter-screen; activity change (cytotoxicity), % at 5 µM; 0.36% of 360,000 active; KKLEB CF airway cells viability, ATPlite luminescence, overnight; active compounds read low; cells stimulated with P. aeruginosa culture filtrate;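 active = corrected activity change at or below -50% at 5 µM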
SRC3 inh: human NCOA3 inhibition; 0.17% of 360,000 active; inhibition, % at 3.6 µM; HEK293 GAL4-SRC3 luciferase reporter, luminescence;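 active = inhibition above a per-campaign cutoff, the mean of all compounds plus 3 SD, cut at about 60% in these data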;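 note: 0% = DMSO-treated cells and 100% = gossypol-treated cells at 36 µM; higher means less SRC3-driven luciferase light from the GAL4 reporter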
Numbers without * were called inactive; x = no result given. The order is random. About 4.2% of those tested had a hit in this group.

Start of the listing, in advance (13 entries):
SMILES	TROY NFkB inh	NR5A2 inv ag	NCOA2 inhibitor	SRC1 inh	TWEAK Fn14 block	LMP1 NFkB inh	C8 TRAIL sens	CF NFkB inh	NR2F2 inh	KKLEB tox	SRC3 inh
C=CCNC(=O)c1ccc(C2SCC(=O)N2Cc2ccco2)cc1 (stereo not drawn)	-4	-5	13	-7	22	-4	-1	-2	-17	7	-4
CCOP(=O)(/C(C#N)=C(\C)O)c1ccccc1 (stereo not drawn)	4	15	5	-18	-12	-5	-4	0	10	5	-23
O=C(CCn1ccc([N+](=O)[O-])n1)NC1CCCCCC1	-10	-1	-26	5	-17	0	-5	-2	2	1	8
COc1ccccc1CN(CC(=O)NCc1ccco1)C(=O)CNS(=O)(=O)c1ccccc1	-26	-16	-29	-9	-5	-1	-7	-5	7	6	11
Cc1ccc(C2C(C#N)=C(N)Oc3cc4c(cc32)OCO4)cc1 (stereo not drawn)	6	13	-10	-10	-2	-9	0	8	1	-13	-2
COc1ccc(/C=N/n2cnc3c(sc(=S)n3-c3ccccc3)c2=O)cc1	2	-10	-5	7	-32	10	2	33	2	-11	-34
COc1ccc(S[C@@H](CCN2CC[C@H](NC(=O)OCc3ccccc3)CCC2=O)c2ccccc2)cc1	36	0	1	-1	35	22	8	-3	11	2	8
CC(=O)c1ccc(OCC(=O)Nc2ccccc2N2CCCC2)cc1	-12	18	-22	4	-3	-3	9	13	3	10	1
c1ccc(C2=NNC(=NCc3ccc4c(c3)OCO4)SC2)cc1	-36	1	-18	-20	-9	-2	-5	14	4	1	-15
Nc1ncnc2c1ncn2[C@@H]1O[C@H](CNCc2ccccc2)[C@@H](O)[C@H]1O	11	-16	x	5	18	2	-2	-17	x	9	-30
O=C(Nc1ccccc1Cl)c1cc(=O)c2ccccc2o1	-44	-81	-28	-48	-12	-18	8	12	-9	12	-55
CC1c2ccsc2CCN1C(=O)NC(=O)c1ccc(Cl)cc1 (stereo not drawn)	-22	0	-25	-5	-2	3	-9	-6	-8	2	-2
C[C@@H](C(=O)O)[C@H]1C[C@]1(C)[C@H](NC(=O)OCc1ccccc1)c1ccccc1	8	6	-12	5	3	-9	-3	5	4	-2	13

All compounds of this part, from the first entry:
SMILES	TROY NFkB inh	NR5A2 inv ag	NCOA2 inhibitor	SRC1 inh	TWEAK Fn14 block	LMP1 NFkB inh	C8 TRAIL sens	CF NFkB inh	NR2F2 inh	KKLEB tox	SRC3 inh
C=CCNC(=O)c1ccc(C2SCC(=O)N2Cc2ccco2)cc1 (stereo not drawn)	-4	-5	13	-7	22	-4	-1	-2	-17	7	-4
CCOP(=O)(/C(C#N)=C(\C)O)c1ccccc1 (stereo not drawn)	4	15	5	-18	-12	-5	-4	0	10	5	-23
O=C(CCn1ccc([N+](=O)[O-])n1)NC1CCCCCC1	-10	-1	-26	5	-17	0	-5	-2	2	1	8
COc1ccccc1CN(CC(=O)NCc1ccco1)C(=O)CNS(=O)(=O)c1ccccc1	-26	-16	-29	-9	-5	-1	-7	-5	7	6	11
Cc1ccc(C2C(C#N)=C(N)Oc3cc4c(cc32)OCO4)cc1 (stereo not drawn)	6	13	-10	-10	-2	-9	0	8	1	-13	-2
COc1ccc(/C=N/n2cnc3c(sc(=S)n3-c3ccccc3)c2=O)cc1	2	-10	-5	7	-32	10	2	33	2	-11	-34
COc1ccc(S[C@@H](CCN2CC[C@H](NC(=O)OCc3ccccc3)CCC2=O)c2ccccc2)cc1	36	0	1	-1	35	22	8	-3	11	2	8
CC(=O)c1ccc(OCC(=O)Nc2ccccc2N2CCCC2)cc1	-12	18	-22	4	-3	-3	9	13	3	10	1
c1ccc(C2=NNC(=NCc3ccc4c(c3)OCO4)SC2)cc1	-36	1	-18	-20	-9	-2	-5	14	4	1	-15
Nc1ncnc2c1ncn2[C@@H]1O[C@H](CNCc2ccccc2)[C@@H](O)[C@H]1O	11	-16	x	5	18	2	-2	-17	x	9	-30
O=C(Nc1ccccc1Cl)c1cc(=O)c2ccccc2o1	-44	-81	-28	-48	-12	-18	8	12	-9	12	-55
CC1c2ccsc2CCN1C(=O)NC(=O)c1ccc(Cl)cc1 (stereo not drawn)	-22	0	-25	-5	-2	3	-9	-6	-8	2	-2
C[C@@H](C(=O)O)[C@H]1C[C@]1(C)[C@H](NC(=O)OCc1ccccc1)c1ccccc1	8	6	-12	5	3	-9	-3	5	4	-2	13
CCCCN(C)Cc1c(C)[nH]c2c(Cl)cccc2c1=O	-8	2	2	-2	-20	5	-5	12	5	16	-8
COc1ccc(N(C(=O)CNC(=O)c2ccco2)C(C(=O)NC2CCCC2)c2cccnc2)cc1 (stereo not drawn)	-3	0	-2	1	34	-10	-9	0	-16	-1	5
COC(=O)CCCC1=CC2=CC(=O)C(C)(OC(=O)c3cccs3)C(=O)C2=CN1Cc1ccccc1 (stereo not drawn)	4	-1	-5	-1	-10	4	9	22	6	-26	-3
CCOCC(=O)Nc1nc(C)cc(C)n1	-1	-7	5	2	-5	3	1	2	7	-3	16
OC(c1ccc(Cl)cc1)c1nnc(-c2ccccc2)o1 (stereo not drawn)	-10	-25	-21	-4	-11	-9	-6	1	-12	1	10
CC1CCCN(S(=O)(=O)c2ccc(NC(=O)CCN3C(=O)c4ccccc4C3=O)cc2)C1 (stereo not drawn)	6	-4	3	1	5	3	17	-1	15	0	17
O=C(Nc1cccc(OC(=O)c2ccco2)c1)c1ccco1	-28	-5	-56	-8	-1	-1	22	6	-16	4	-5
COc1ccc(-c2nnc(N(C)C(=O)c3cccnc3)s2)cc1	-40	-67	-24	-86	6	8	25	4	-15	4	-65
Cc1ccc2nc(NCCCN3CCOCC3)c(C=NCCCN3CCOCC3)c(=O)n2c1	6	21	-9	-13	10	-2	-14	-7	4	0	-3
Cc1ccc(S(=O)(=O)N(C)CC(=O)O/N=C(\N)c2ccccn2)cc1	x	2	0	10	7	3	-1	-5	-1	9	-2
COc1ccc(CN(C)C(=O)c2ccccc2Sc2ccccc2C#N)c(OC)c1	-1	0	-19	-20	-2	-3	-24	5	11	-12	-9
CCOC(=O)N1CCN(C(=O)c2ccc3c(=O)n(Cc4ccc(OC)cc4)c(=S)[nH]c3c2)CC1	29	25	22	-18	-8	6	20	-10	20	-7	15
CCC(=O)NC(Cc1ccccc1)c1nc2ccccc2[nH]1 (stereo not drawn)	-18	-9	-13	-4	-2	-3	0	-3	-8	-2	-3
C=C(C)CSc1nnc(-c2ccccc2)n1N	-25	-14	-26	-12	32	-7	-9	-21	-11	1	-17
Cc1cc(C)cc(NC(=O)[C@@H](NC(=O)c2ccco2)C(C)C)c1	-19	-5	28	4	-10	-6	-6	-14	-8	11	-14
CCC(=O)N1CCN=C1SCc1cccc(F)c1	-11	21	-14	-6	-4	-2	18	3	9	13	16
CCn1cc(Cl)c(C(=O)NNC(=O)CCn2nc(C)c([N+](=O)[O-])c2C)n1	1	2	-15	1	-3	4	-7	2	-1	-1	-5
COc1ccc(CCNC(=O)C2CCCN(S(C)(=O)=O)C2)cc1OC (stereo not drawn)	0	17	-4	4	13	-23	-13	16	-16	-6	33
COc1ccc(Cn2c(CCC(=O)Nc3ccc(CC#N)cc3)nc3cccnc32)cc1	18	18	0	13	13	-4	21	-8	11	5	0
O=C1NCCN1CCNS(=O)(=O)c1cc(C(F)(F)F)cc(C(F)(F)F)c1	-10	22	2	-7	12	3	-12	-5	-35	11	16
Cc1cc(Br)cc2c1N(C)C(=O)C2(c1ccc(O)cc1)c1ccc(O)cc1	24	-1	1	2	0	x	-2	10	9	-15	22
Cn1c(NC(=O)CC(C)(C)C)cc(=O)n(C)c1=O	4	-36	2	-14	-9	-6	5	4	4	13	-12
COCc1ccc2oc(C(=O)O)cc2c1	-14	-13	-1	-6	-1	6	1	4	6	-7	10
Fc1ccc(Nc2nc(Oc3ccccc3F)nc(N3CCCC3)n2)cc1	-18	-5	-1	8	4	6	2	-3	-1	-2	-15
O=C(NCCc1ccccc1)c1nnc(CS(=O)(=O)c2ccccc2)o1	12	-3	-10	4	8	4	12	-17	7	-2	3
CCN(CC(=O)NCc1cccs1)C(=O)/C=C/c1ccc(C)cc1	3	-4	-7	-7	-8	-4	1	-8	0	15	-33
CC1CC(=O)NN=C1c1cccs1 (stereo not drawn)	-8	10	-17	-1	-4	5	7	5	6	-5	21
Cc1cccc(C)c1-n1nnnc1C1c2ccccc2C(=O)N1C1CC1 (stereo not drawn)	7	27	-12	x	10	x	23	x	5	x	x
N#C/C(=C\c1ccc(C#N)cc1)C(=O)c1ccccc1	-10	9	5	18	6	3	3	1	2	-2	7
Cc1cccc(OCC(=O)O/N=C(\N)c2ccc(Br)cc2)c1	-29	14	-17	-8	6	7	16	7	-15	14	8
CC(C)(C)c1cc(=O)n2[nH]c(N)nc2n1	11	-8	0	3	-31	3	-8	11	-12	-8	5
CN(Cc1ccccc1)S(=O)(=O)c1ccc(Cl)c(C(=O)NCc2ccc3c(c2)OCO3)c1	21	11	-13	-10	-5	5	-20	1	28	-20	9
CC(/C=N/NC(=O)CSc1nc2ccccc2n1C)=C\c1ccco1	-1	13	0	-5	4	4	-1	-4	-15	0	6
O=C(NCc1nc2ncc(Br)cc2[nH]1)c1ccccc1	-30	-14	21	-17	-12	-8	8	-2	13	5	19
CCCOC(=O)C1C2C=C[C@]3(CN(CCc4ccccc4)C(=O)[C@H]13)O2 (stereo partly drawn)	-1	-6	-21	5	10	-3	-18	2	4	-3	-15
O=C(O)Cc1ccc(NC(=S)Nc2ccc(Br)cc2Cl)cc1	0	2	16	-19	5	-4	-16	-8	5	2	13
Cc1ccsc1C(=O)OC1CCOC1=O (stereo not drawn)	-8	0	-27	-2	-7	2	-8	5	-8	6	19
CCOc1ccccc1N1CCN(Cc2ccc(OC)c(OC)c2)CC1	13	-5	9	23	7	1	-4	-5	-2	-4	7
Cc1cc(Cl)ccc1NC(=O)c1ccc2c(c1)CCN2S(C)(=O)=O	4	-5	3	-33	2	-2	0	4	-10	-10	-25
COCCNC(=O)C1CCC(CNS(=O)(=O)c2ccccc2)CC1 (stereo not drawn)	-5	3	-11	16	4	56*	29	3	-7	15	0
Cc1ccc(C(=O)NC(CCc2ccccc2)C(=O)O)cc1 (stereo not drawn)	-3	15	11	-3	-1	0	0	5	-9	19	-3
CCCCN(CC)Cc1ccc(CNC(=O)Nc2ccc(Cl)cc2)o1	-8	17	-13	9	-9	11	24	0	-10	4	19
